Assay outcomes as filed in PubChem BioAssay.
HP1b binding inh: HTS for Inhibitors of HP1-beta Chromodomain Interactions with Methylated Histone Tails. AID 540317, 2011. Chromobox protein homolog 1 (Homo sapiens), P83916. AlphaScreen HP1-beta / biotin-H3K9me3 peptide binding. Potency, µM (highest dose often 114 µM), inactives show at the highest dose activity change, negative = inhibition, actives largely listed as inhibitors. 390,000 tested, 0.56% active; further: potency means the concentration at half of the fitted maximal effect; nearly all actives have a fitted effect of over 70% in size; inactives centre near 23
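Compound inhibition of the preformed complex between 50 nM HP1-beta and 50 nM biotinylated H3K9me3 peptide was read by AlphaScreen. Buffer was PBS pH 7.4 with 0.01% Tween-20. Incubations ran 30 min at room temperature, with 10 ug/mL donor/acceptor beads.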
BAZ2B inh: qHTS Assay for Inhibitors of BAZ2B; 360,000 tested, 4.4% active; Potency, µM (series often up to 114 µM), inactives show at the top dose activity change, negative = inhibition, usual class: inhibitors; AlphaScreen BAZ2B-H3K14Ac peptide displacement; further: potency means the concentration at half of the fitted maximal effect; on the % scale 0 is the no-effect control and ±100 the full control effect; nearly all actives have a fitted effect of over 60% in size
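AlphaScreen luminescence quantifies BAZ2B engagement of H3K14Ac peptide; the protein and biotinylated peptide are both at 50 nM final, buffer PBS pH 7.4 with 0.01% Tween-20, all steps at room temperature.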
Pin1 inhibitor: qHTS Assay to Find Inhibitors of Pin1; Peptidyl-prolyl cis-trans isomerase NIMA-interacting 1 (Homo sapiens), Q13526; 390,000 tested, 0.009% active; Potency, µM (top dose mostly 115 µM), without a hit: at the top dose activity, negative = inhibition, hits mostly inhibitors; Pin1 FP peptide displacement, HiFluor488, 10 min; active means well fitted inhibition curve with a large enough effect in the polarisation, with a control signal flat, not every such curve was filed as active; inconclusive means small, poorly fitted or top-dose-only effect, or effect the other way, or a change in a side signal; inactive means no such curve, though single readings can be large or run the other way; the % refers to the polarisation; further: potency means the concentration at half of the fitted maximal effect; on the % scale 0 is the no-effect control and ±100 the full control effect
POLH inh: qHTS for Inhibitors of Polymerase Eta; DNA polymerase eta (Homo sapiens), Q9Y253; AID 588591, 2011; Potency, µM (doses to about 114 µM), for inactives: at the top dose activity change, negative = inhibition, actives largely listed as inhibitors; 390,000 tested, 1.2% active; recombinant Pol eta, fluorescent DNA replication assay; further: potency means the concentration at half of the fitted maximal effect; on the % scale 0 is the no-effect control and ±100 the full control effect
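Pol eta (10 nM) was preincubated with compounds for 15 min at room temperature, after which fluorescent replication substrate (50 nM final) was added to start the reaction. Fluorescence was read kinetically at 0 and 10 min.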
Tb PGK inh: qHTS Assay to Find Inhibitors of Phosphoglycerate Kinase; Phosphoglycerate kinase, glycosomal (Trypanosoma brucei brucei), P07378; 380,000 tested, 0.043% active; Potency, µM (top dose mostly 57.5 µM), without a hit: at the highest dose activity change, negative = inhibition, hits mostly inhibitors; PGK/GAPDH coupled, Kinase-Glo luminescence, 60 min; further: potency means the concentration at half of the fitted maximal effect; on the % scale 0 is the no-effect control and ±100 the full control effect; nearly all actives have a fitted effect of over 60% in size
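Recombinant glycosomal PGK reaction used 1,3-bisphosphoglycerate generated in-well by GAPDH (100nM final) in 100mM TEA pH 7.6, 5mM MgCl2, 0.01% Tween-20. After 60 minutes at room temperature, ATP was read by Kinase-Glo Plus luminescence end-point.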
GLS inhibitor: qHTS for Inhibitors of Glutaminase (GLS) | Glutaminase kidney isoform, mitochondrial (Homo sapiens), O94925 | GLS enzymatic activity, qHTS titration | Potency, µM (top dose mostly 45.5 µM), without a hit: top-dose activity change, negative = inhibition, most hits filed as inhibitors | 410,000 tested, 0.21% active | AID 624170, 2012; further: potency means the concentration at half of the fitted maximal effect; on the % scale 0 is the no-effect control and ±100 the full control effect
Target sequence (O94925 whole entry, looked up, canonical isoform): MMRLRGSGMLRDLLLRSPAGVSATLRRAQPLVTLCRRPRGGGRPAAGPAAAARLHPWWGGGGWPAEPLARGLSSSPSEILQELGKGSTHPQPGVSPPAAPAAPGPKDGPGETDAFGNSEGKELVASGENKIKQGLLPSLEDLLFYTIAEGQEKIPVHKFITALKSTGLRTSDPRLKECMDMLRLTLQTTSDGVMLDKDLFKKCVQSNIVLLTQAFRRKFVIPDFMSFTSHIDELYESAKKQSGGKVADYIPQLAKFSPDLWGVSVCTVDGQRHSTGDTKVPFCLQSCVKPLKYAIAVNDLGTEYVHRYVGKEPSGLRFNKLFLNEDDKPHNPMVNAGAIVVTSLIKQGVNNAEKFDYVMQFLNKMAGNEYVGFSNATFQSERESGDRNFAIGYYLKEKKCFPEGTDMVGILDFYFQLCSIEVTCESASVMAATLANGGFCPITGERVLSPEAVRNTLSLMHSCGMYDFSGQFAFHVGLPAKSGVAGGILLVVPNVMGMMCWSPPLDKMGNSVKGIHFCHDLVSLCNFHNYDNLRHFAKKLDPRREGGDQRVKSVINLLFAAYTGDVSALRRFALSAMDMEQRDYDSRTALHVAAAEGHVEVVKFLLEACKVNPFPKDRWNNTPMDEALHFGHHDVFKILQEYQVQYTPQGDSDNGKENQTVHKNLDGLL
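Compounds were pin-transferred onto hKGA, after which L-glutamine (1 mM solution) and a detection mix of glutamate oxidase, HRP and Amplex Red were added. Initial and 30 min RT fluorescence reads were collected.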
G9a block: qHTS Assay for Inhibitors of Histone Lysine Methyltransferase G9a; Histone-lysine N-methyltransferase EHMT2 (Homo sapiens), Q96KQ7; 350,000 tested, 8.8% active; G9a H3K9 monomethylation, AlphaScreen, 2 h; Potency, µM (doses to about 102 µM), for the others: at the highest dose activity, negative = inhibition, usual class: inhibitors; further: potency means the concentration at half of the fitted maximal effect; on the % scale 0 is the no-effect control and ±100 the full control effect; nearly all actives have a fitted effect of over 75% in size
Target sequence (Q96KQ7 913-1193 limits assumed): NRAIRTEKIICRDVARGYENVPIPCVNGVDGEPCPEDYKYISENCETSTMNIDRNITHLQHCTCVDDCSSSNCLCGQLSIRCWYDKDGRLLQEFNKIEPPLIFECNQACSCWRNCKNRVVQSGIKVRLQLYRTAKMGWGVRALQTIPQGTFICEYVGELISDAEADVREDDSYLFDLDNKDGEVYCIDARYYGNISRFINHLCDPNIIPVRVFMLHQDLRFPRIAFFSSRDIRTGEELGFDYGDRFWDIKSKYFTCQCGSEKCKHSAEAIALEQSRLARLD
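Readings reflect AlphaScreen signal from monomethyl-H3K9 antibody detection. HMT at 20 nM; substrate b-H3K9 500 nM; cofactor SAM 20 uM; 2 h RT reaction; compounds tested as titrations in qHTS with 15 min preincubation.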
PI4K2A inh: qHTS for small molecular inhibitors of PI4K2A | 420,000 tested, 0.13% active | purified PI4K2A, ADP-Glo luminescence, 1 h; active compounds read low | activity change, negative = inhibition, % at 76.9 µM | Phosphatidylinositol 4-kinase type 2-alpha (Homo sapiens), Q9BTU6; in the data active means activity change below about -50%; inconclusive means mostly about -30% to -49%;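 further: -100% = wells without enzyme as full effect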
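ADP-Glo luminescence measured ADP generated by PI4K2A enzyme (4 ug/mL before mixing) with 1.2 mM PI substrate (pre-mix) and 300 microM ATP (pre-mix). Tris pH7.5 buffer with MgCl2, Triton X-100; 1 h reaction at ambient temperature.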
JMJD2A Tudor inh: qHTS Assay for Inhibitors of JMJD2A-Tudor Domain; AlphaScreen JMJD2A-Tudor / H3K4me3 peptide binding; Lysine-specific demethylase 4A (Homo sapiens), O75164; Potency, µM (top dose mostly 114 µM), without a hit: at the top dose activity change, negative = inhibition, hits mostly inhibitors; 390,000 tested, 4.4% active; further: potency means the concentration at half of the fitted maximal effect; on the % scale 0 is the no-effect control and ±100 the full control effect; nearly all actives have a fitted effect of over 50% in size
* marks the source's active call; other numbers are inactive results; i = inactive; ? = inconclusive; . = not tested or not shown; [ ] = another dose, or the depositor's remark. Unless noted, the call rests on the fitted dose curve; in most records, active means well fitted curve in the direction sought with a large enough effect; inconclusive means small, poorly fitted or top-dose-only effect, or another doubt; inactive means no such curve, though single readings can be large; an effect the other way counts as inactive or inconclusive.

SMILES	HP1b binding inh	BAZ2B inh	Pin1 inhibitor	POLH inh	Tb PGK inh	GLS inhibitor	G9a block	PI4K2A inh	JMJD2A Tudor inh
Cc1ccc(-c2noc(C3CCCN(C(=O)C4CCCCC4)C3)n2)o1 (stereo not given)	17%	-6%	1%	-9%	-2%	3%	11µM*	11	-14%
CC(=O)Nc1ccc(S(=O)(=O)NCC(=O)OCC(=O)c2ccc[nH]2)cc1	32%[activator]	.	-1%	-13%	-2%	3%	.	2	-1%
COc1ccc(N2CC(C(=O)N/N=C/c3cccs3)CC2=O)cc1 (stereo not given)	18%	-5%	11%	-19%	.	6%	12%[59 µM]	-3	-24%
CSc1nnc(-c2cccs2)n1C	-22%	3%	0%	1%	-6%	3%	3%	-2	?
Cc1nn(CCCC(=O)O)c(C)c1[N+](=O)[O-]	36%	-17%	-1%	-19%	i	-1%	2%	-15	-8%
O=C(Nc1cccc(-c2nc3ccccc3s2)c1)C1=COCCO1	26%	3%	?	-12%	4%	4%	?	-4	-5%
C=CCc1cccc2cc(C(=O)Nc3cccc(Cl)c3)c(=O)oc12	25%	-1%	0%	-18%	-6%	0%	-1%[59 µM]	-3	-6%
O=S1(=O)N=C(c2ccccc2)c2ccccc21	-9%	.	-8%	-2%	2%	12%	.	-1	-15%
CCOC(=O)c1cnc(SC)nc1Oc1cccc(NS(=O)(=O)c2ccc(F)cc2)c1	63%[activator]	9%	3%	-3%	3%	5%	1%	0	8%
COc1ccc(C(CNC(=O)CSc2ccc(Br)cc2C)N2CCOCC2)cc1 (stereo not given)	12%	3%	4%	-4%	0%	3%	?	-2	-15%
Clc1ccc(NC2=NCCC2)cc1Cl	16%	5%	-16%	-13%	-3%	-1%	-28%	0	-10%
CCOC(=O)c1cccc(NC(=O)CC2C(=O)N(c3ccc(F)cc3)C(=O)N2C(C)C)c1 (stereo not given)	30%	-7%	0%	0%	i	1%	-1%[59 µM]	-10	9%
CCCCNC(=O)c1cccc(NC(=O)c2nsc3ccccc23)c1	14%[57 µM]	0%	-3%	-19%	-10%	-1%	?	-17	-11%
COc1ccc(OCCSc2n[nH]c(N)n2)cc1	8%	-30%	2%	-2%	-5%	12%	-50%[59 µM]	-11	-27%
O=[N+]([O-])c1ccc2c(c1N1CCCCC1)=NC1(CCCCC1)[N+]=2[O-]	40µM*	35µM*	-18%	-18%	-3%	-20%	50µM*	-25	?
Cc1cc(C)n(C(=O)COc2ccccc2[N+](=O)[O-])n1	17%	2%	-2%	-19%	-7%	0%	2%	2	-4%
Cc1ccc(NC(=S)Nc2cccc3cnccc23)cc1	-7%	?	-1%	-15%	3%	33%[activator]	35µM*	-1	-27%
COc1ccc(S(=O)(=O)N2CCCCC2)cc1NC(=O)Cc1c[nH]c2ccccc12	-8%	-8%	27%	-11%	i	15%	6%[59 µM]	-3	?
CN(CC(=O)Nc1c(Cl)cccc1Cl)C(=O)c1ccccc1-c1nc2ccccc2s1	25%	-3%	1%	-21%	-1%	5%	-25%	-1	-2%
Brc1ccc2c(c1)OCCOCCOCCOCCOCCO2	35%	0%	1%	-16%	2%	-2%	9%[59 µM]	-1	3%
Cc1ccc(Cl)cc1NC(=O)Nc1cccs1	25%	-8%	?	-14%	-5%	?	?	-3	-17%
CCOC(=O)c1oc2cccc(O)c2c1C	-8%	7%	-5%	-6%	-3%	0%	-41%[2.33 µM]	-8	-4%
CCOC(=O)c1c(NC(=S)Nc2ccccc2)sc2c1CCCCC2	-10%	-22%	-4%	-8%	5%[11.5 µM]	8%	?	-2	-13%
Cc1cccc2nc(CSc3ccccc3N)cn12	31%	.	-13%	0%	-6%	-2%	.	-12	-17%
CC(C)Cn1c(SCC(=O)Nc2cccnc2Cl)nnc1-c1ccco1	47%[activator]	.	1%	-12%	i	-4%	.	0	-1%
CCOC(=O)N1CCc2c(sc3c2c(=O)n(CCc2ccccc2)c(=O)n3CC(=O)Nc2ccccc2C)C1	31%[activator]	-2%	0%	-10%	-1%	-11%	8%[59 µM]	-8	-16%
Cn1c(NC(=O)c2ccc(Cl)cc2)cc(=O)n(C)c1=O	36%	.	-4%	-9%	1%	7%	?	-3	-1%
Cc1ccc(CSc2sc(C(=O)c3ccccc3)c(N)c2C#N)cc1	81%[activator]	19%	18%	-6%	-9%	-3%	-33%[59 µM]	5	20%
O=C(NCc1ccncc1)c1cc(F)c(F)cc1Cl	24%	-12%	2%	-9%	-2%	1%	.	1	-7%
COc1cc(OC)cc(C(=O)N2CCN=C2SCc2cccnc2)c1	51%[activator]	2%	8%	-3%	-4%	-7%	-5%	-6	-10%
COC(=O)CC1C(=O)NCCN1C(=S)NC(=O)c1ccccc1[N+](=O)[O-] (stereo not given)	6%	-29%	3%	3%	-2%	-2%	?	-6	?
CC(=O)CCC(=O)N1CCC(n2nccc2NC(=O)c2ccccc2C)CC1	28%	0%	-3%	-13%	1%	1%	.	-6	-4%
O=C(O)c1cccc(NC(=O)c2ccc(S(=O)(=O)c3ccccc3)cc2)c1	33%	-9%	1%	-14%	-3%	0%	-8%[59 µM]	-4	-12%
CCCOC(=O)c1c(NC(=O)CCCn2nc([N+](=O)[O-])cc2C)sc(C(=O)OC)c1C	23%	-2%	4%	-20%	-11%	-11%	?	-1	1%
CCOC(=O)N1CCC(Nc2cccc(SC)c2)CC1	-12%	?	-9%	-4%	1%[11.5 µM]	15%	?	2	?
COc1ccc(OC)c(CN2C(=O)c3ccccc3C2C(=O)NCc2cccnc2)c1 (stereo not given)	36%[activator]	9%	-10%	1%	i	-4%	5%[59 µM]	-7	-3%
Cc1cccc(-c2nnn3c2nc(NCCC(C)C)c2ccccc23)c1	35%	2%	-1%	-18%	-1%	-5%	4%[59 µM]	4	-22%
COC(=O)C(O)(CC(=O)Nc1ccc(Cl)cc1Cl)C(F)(F)F (stereo not given)	21%	-2%	-1%	-2%	.	-4%	26%[59 µM]	0	-6%
CCOC(=O)C1=C(N)OC2=C(C(=O)CC(C)(C)C2)C1c1ccco1 (stereo not given)	10%	-19%	-6%	7%	-7%	5%	22µM*	-5	56µM*
COC(=O)Cn1ncc(N2C3CC(CC(C)(C)C3)C2C)c(Cl)c1=O (stereo not given)	2%	10%	-2%	?	-1%	7%	6%[59 µM]	2	-21%

Six entries from above, arranged by heavy-atom count, largest number first.
SMILES	HP1b binding inh	BAZ2B inh	Pin1 inhibitor	POLH inh	Tb PGK inh	GLS inhibitor	G9a block	PI4K2A inh	JMJD2A Tudor inh
COc1ccc(C(CNC(=O)CSc2ccc(Br)cc2C)N2CCOCC2)cc1 (stereo not given)	12%	3%	4%	-4%	0%	3%	?	-2	-15%
O=C(Nc1cccc(-c2nc3ccccc3s2)c1)C1=COCCO1	26%	3%	?	-12%	4%	4%	?	-4	-5%
Brc1ccc2c(c1)OCCOCCOCCOCCOCCO2	35%	0%	1%	-16%	2%	-2%	9%[59 µM]	-1	3%
Cc1cc(C)n(C(=O)COc2ccccc2[N+](=O)[O-])n1	17%	2%	-2%	-19%	-7%	0%	2%	2	-4%
O=S1(=O)N=C(c2ccccc2)c2ccccc21	-9%	.	-8%	-2%	2%	12%	.	-1	-15%
CSc1nnc(-c2cccs2)n1C	-22%	3%	0%	1%	-6%	3%	3%	-2	?

(more compounds)
SMILES	HP1b binding inh	BAZ2B inh	Pin1 inhibitor	POLH inh	Tb PGK inh	GLS inhibitor	G9a block	PI4K2A inh	JMJD2A Tudor inh
COc1ccc(OC)c(CC(=O)N2CCc3cc(OC)c(OC)cc3C2)c1	33%	-22%	-4%	-10%	-9%	0%	8%	0	-20%
COc1ccc(-c2cc(C(F)(F)F)nc(N3CCN(c4ccc(F)cc4)CC3)n2)cc1OC	24%	-4%	-8%	-5%	i	3%	?	5	-8%
COc1ccc(Br)cc1CN(C)C(=O)c1ccccc1OCc1c(C)noc1C	8%	-29%	-4%	-13%	-12%	-9%	8%	-1	-14%
O=C(/C=C/c1ccccc1)OCN1C(=O)c2ccccc2C1=O	-15%	15%	0%	-8%	i	-14%	-9%[2.33 µM]	2	-10%
COc1cccc(N2C(=O)CN(Cc3ccc(OC)c(OC)c3)C2=S)c1	34%	5%	-3%	-7%	-3%	17%	?	0	-16%
CSc1nsc(SCC(=O)Nc2cccc(C(=O)O)c2)n1	5%	6%	-9%	0%	-2%	4%	2%[59 µM]	-7	-12%

Record cards (already shown). Order of values: HP1b binding inh, BAZ2B inh, Pin1 inhibitor, POLH inh, Tb PGK inh, GLS inhibitor, G9a block, PI4K2A inh, JMJD2A Tudor inh
Profile of COc1cccc(N2C(=O)CN(Cc3ccc(OC)c(OC)c3)C2=S)c1 → 34%, 5%, -3%, -7%, -3%, 17%, ?, 0, -16%
Profile of COc1ccc(OC)c(CC(=O)N2CCc3cc(OC)c(OC)cc3C2)c1 → 33%, -22%, -4%, -10%, -9%, 0%, 8%, 0, -20%

A portion of the library; count on the stated rates, not on these rows.
